NPY Y1 blocker = blocks the human neuropeptide Y Y1 receptor | P25929 | HEK293-CNG Y1 cells, membrane potential fluorescence; NPY at EC95, then isoproterenol | inhibition, % at 3.6 µM | hit rate 1% among 200,000 | AID 1040;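 active = inhibition above the campaign mean inhibition of all tested compounds plus 3 SD, cut at about 20% in these data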;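 note: 0% = DMSO wells given NPY plus isoproterenol and 100% = isoproterenol alone without NPY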
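Assay system: HEK293 Y1/CNG channel cell line; Doses: single compound dose of 3.6 µM, 0.4% DMSO; Timing: dye 3 h, compound 60 min room temperature, stimulation 45 min; Technique: Membrane-potential fluorescent dye readout; Measure: % inhibition of NPY effect.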
S1P4 antag = human S1P4 receptor antagonism | O95977 | S1P4-expressing cells, antagonist mode, reporter read-out | inhibition, % at 4.98 µM | hit rate 0.26% among 220,000 | AID 1510; in the data active = inhibition above about 29%;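 note: 0% = wells stimulated with agonist and 100% = vehicle wells without agonist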
Target sequence (O95977 whole entry, looked up): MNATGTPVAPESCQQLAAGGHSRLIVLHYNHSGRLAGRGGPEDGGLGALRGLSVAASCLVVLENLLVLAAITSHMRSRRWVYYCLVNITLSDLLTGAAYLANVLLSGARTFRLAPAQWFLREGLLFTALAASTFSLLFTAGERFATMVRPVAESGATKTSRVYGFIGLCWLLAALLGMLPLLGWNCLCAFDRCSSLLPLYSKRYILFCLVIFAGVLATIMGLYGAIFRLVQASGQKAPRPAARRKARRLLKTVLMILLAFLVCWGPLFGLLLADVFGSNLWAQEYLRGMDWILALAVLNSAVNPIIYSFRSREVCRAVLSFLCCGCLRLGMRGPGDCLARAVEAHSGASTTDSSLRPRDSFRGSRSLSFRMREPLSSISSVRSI
NPY1 pot ag = human NPY-Y1 potentiation or agonism, primary screen; NPY-Y1 expressing cells, potentiator/agonist activation; activation, % at 3.6 µM; hit rate 0.37% among 220,000; AID 1304; in the data active = activation above about 33%, passing the limit was not always enough;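 note: cells stimulated with NPY at EC10 then isoproterenol at EC100; 0% = low agonist plus stimulus and 100% = saturating agonist plus stimulus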
BaF3 parental = reduces parental Ba/F3 cell viability, JAK2V617F counter-screen; CellTiter-Glo ATP luminescence; inhibition, % at 5.6 µM; hit rate 1.1% among 220,000;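 active = inhibition above a per-campaign cutoff, the mean inhibition of all tested compounds plus 3 SD, cut at about 27% in these data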;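 note: 0% = DMSO wells and 100% = JAK Inhibitor I control wells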
NPY2 pot ag = potentiates or activates human NPY-Y2 receptor | P49146 | hit rate 0.45% among 220,000 | AID 1359 | cells expressing NPY-Y2, potentiator/agonist read-out | activation, % at 3.6 µM; in the data active = activation above about 27%;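 note: cells stimulated with NPY near EC25 plus isoproterenol at EC100; 0% = vehicle plus submaximal agonist and 100% = vehicle plus saturating agonist; some results beyond the cut were filed as inactive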
Target sequence (P49146 whole entry, looked up): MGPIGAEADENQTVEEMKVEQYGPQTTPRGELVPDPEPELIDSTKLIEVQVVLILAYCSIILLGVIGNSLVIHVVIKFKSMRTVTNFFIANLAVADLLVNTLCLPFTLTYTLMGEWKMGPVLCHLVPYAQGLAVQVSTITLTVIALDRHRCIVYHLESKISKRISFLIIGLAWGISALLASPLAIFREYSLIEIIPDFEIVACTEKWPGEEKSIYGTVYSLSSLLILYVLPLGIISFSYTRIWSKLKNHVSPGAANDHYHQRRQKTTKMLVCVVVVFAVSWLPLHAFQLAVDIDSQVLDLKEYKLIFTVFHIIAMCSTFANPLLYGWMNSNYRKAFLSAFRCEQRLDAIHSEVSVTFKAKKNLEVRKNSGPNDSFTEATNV
S1P4 ag = human S1P4 receptor agonism; O95977; S1P4-expressing cell line, agonist reporter assay; activation, % at 4.98 µM; hit rate 0.35% among 220,000; in the data active = activation above about 11%;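 note: 0% = DMSO vehicle and 100% = reference agonist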
CHOP inhibitor = inhibitors of CHOP induction in ER stress response; CHO-K1 CHOP-promoter luciferase, tunicamycin-induced, 15-18 h; inhibition, % at 10 µM; hit rate 3.8% among 220,000;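 active = compounds that reduced the stress-induced luciferase reporter signal by more than about 70% of percent inhibition, limit read from the data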;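 note: 0% = tunicamycin plus vehicle and 100% = wells without tunicamycin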
Ba/F3 V617F tox = loss of viability in JAK2V617F-driven Ba/F3 cells. Ba/F3 EpoR-JAK2V617F viability, ATP luminescence. inhibition, % at 5.6 µM. hit rate 1.1% among 220,000;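 active = inhibition above the campaign mean plus 3 SD over all tested compounds, cut at about 24% in these data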;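 note: cytokine-independent growth of Ba/F3 cells driven by EpoR plus mutant JAK2; 0% = DMSO-treated cells and 100% = JAK inhibitor I control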
NCF1 inh = blocks human p47phox regulatory protein of NADPH oxidases; hit rate 0.53% among 220,000; p47phox/p22phox peptide binding, fluorescence polarization, 2 h; inhibition, % at 24.7 µM;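 active = inhibition above about 30%, limit read from the data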;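 note: 0% = p47phox with labelled peptide and 100% = labelled peptide alone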
Numbers without * were called inactive; x = not tested or not shown; & = joins results of further samples.

SMILES	NPY Y1 blocker	S1P4 antag	NPY1 pot ag	BaF3 parental	NPY2 pot ag	S1P4 ag	CHOP inhibitor	Ba/F3 V617F tox	NCF1 inh
CCOC(=O)C1CCCN(C(=O)c2ccc(Cl)c(S(=O)(=O)N3CCCCCC3)c2)C1 (centres undefined)	8	-6	-18	2	-25	0.5	7	-1	-6
CC(C)CC1(C)NC(=O)N(CC(=O)Nc2cccc(S(=O)(=O)N(C)c3ccccc3)c2)C1=O (centres undefined)	51*	-5	-52	11	-20	2.5	9	0	-5
COc1cccc(C(=O)Nc2nc(-c3ccccc3)c(-c3ccccc3)o2)c1	2	-24	2	7	-10	1.8	1	6	-21
CCC(C)C(NC(=O)c1ccc(Cl)cc1)C(=O)Nc1cccnc1 (centres undefined)	0	-24	-24	6	-1	1.3	2	3	2
Cc1nn(CC(=O)Nc2ccc(Cl)c(S(=O)(=O)N(C)C)c2)c(C)c1[N+](=O)[O-]	2	-17	-1	6	8	0.8	4	4	-13
COc1cc(/C=N/Nc2nc(N3CCCC3)nc(N3CCCC3)n2)ccc1O	-2	-6	-29	2	-1	2.0	17	0	-9
CC1CCN(C2=NC(=O)/C(=C/c3cn[nH]c3-c3ccccc3)S2)CC1	-5	-21	2	2	-14	-0.2	-18	1	-30
CN(Cc1cccs1)C(=O)CCc1ccc(S(=O)(=O)N2CCOCC2)cc1	7	-12	-20	1	-6	-0.7	6	0	-10
CCOC(=O)C1=C(C)Nc2ccccc2N=C1N	1	3	-3	5	5	1.3	-4	-2	-5
O=C(O)CCCCCCNC(=O)c1cncc(O)c1	-10	-6	-4	3	-14	0.3	0	-5	-2
O=C(Nc1ncc(Cc2ccccc2)s1)C1=NCCN1	4	4	20	2	-2	3.4	6	0	-10
Cc1ccc(S(C)(=O)=N/C=C2\C(=O)c3sccc3N(C)S2(=O)=O)cc1 (centres undefined)	x	-11	3	-1	4	-0.2	9	-4	-12
Cc1onc(-c2ccccc2Cl)c1-c1nc(-c2ccccn2)no1	4	-2	-14	2	1	1.7	39	-2	-11
Cc1ccc(NC(=S)N2CCC(C(N)=O)(N3CCCCC3)CC2)c(C)c1	-1	-1	0	0	0	0.2	-13	-5	-17
CCCCn1ccc(O)c(Cc2ccc(F)cc2)c1=O	6	-13	-28	8	-16	1.5	-25	-1	-10
COc1ccccc1C1CCN(C(=O)c2cnn(-c3ccccc3)c2C)CC1	x	-1	-14	1	2	-0.4	6	5	1
CC1CC(=O)C(C2c3ccccc3CCN2C(=O)CCl)C(=O)C1 (centres undefined)	12	-19	4	2	-1	1.8	27	-2	3
CC(C)(C)c1ccc(NS(=O)(=O)c2ccc(N)cc2)cc1	x	7	16	-1	24	0.6	7	1	0
O=C(CCC(=O)OCC(=O)c1ccc([N+](=O)[O-])cc1)NC1CCCCC1	5	-23	12	4	0	2.0	20	-6	-3
CCOc1ccc(Nc2nnc(SCc3nc4ccccc4c(=O)[nH]3)s2)cc1	x	11	-13	3	-1	-0.8	96*	2	-8
O=C(Oc1cccc(NC2=NS(=O)(=O)c3ccccc32)c1)c1ccncc1	8	4	11	3	-8	-0.6	16	-3	-10
N#CCCN(CCC#N)S(=O)(=O)c1ccc(C(=O)Nc2nc(-c3ccccc3)c(C(=O)c3ccccc3)s2)cc1	x	-3	10	-3	-6	0.0	-1	-6	-34
CSc1nncc(-c2ccc(F)cc2)n1	-7	3	2	7	-8	-2.6	1	2	0
COc1ccc(C(=O)Nc2nc(-c3ccc([N+](=O)[O-])cc3)c(-c3ccccc3)s2)cc1	-2	-17	6	7	-21	1.8	x	-1	x
COc1ccccc1NC(=O)C1=C(C)NC(=O)NC1c1ccc(C)cc1 (centres undefined)	-2	10	-4	3	-4	-1.6	-30	-4	-3
CN(C)c1cc[n+](/C(C(=S)Nc2ccc(SC(F)F)cc2)=C(/[O-])c2ccccc2)cc1	0	10	9	2	7	1.8	-28	0	1
CC1CC(C)CN(CCCNC(=O)c2cc3c(=O)[nH]c4ccccc4c3n2C)C1 (centres undefined)	-5	-12	41*	4	21	-2.2	-8	-1	-4
Cc1cc(C)nc(N/N=C/c2cccc([N+](=O)[O-])c2)n1	x	5	1	-2	-21	-1.6	8	5	-1
O=C1N=C2SCCN2/C1=C\c1ccc(Cl)cc1	0	7	-9	3	4	-1.0	-45	-4	-10
N#C/C(=C\c1ccccc1C(F)(F)F)C(=O)Nc1ccccc1	10	-1	-22	4	-1	1.7	29	0	10

Overlap with the part before: 2 compounds, then new ones.
SMILES	NPY Y1 blocker	S1P4 antag	NPY1 pot ag	BaF3 parental	NPY2 pot ag	S1P4 ag	CHOP inhibitor	Ba/F3 V617F tox	NCF1 inh
O=C1N=C2SCCN2/C1=C\c1ccc(Cl)cc1	0	7	-9	3	4	-1.0	-45	-4	-10
N#C/C(=C\c1ccccc1C(F)(F)F)C(=O)Nc1ccccc1	10	-1	-22	4	-1	1.7	29	0	10
Cc1[nH]n(-c2ccccc2)c(=O)c1N=Nc1ccc2c(c1)OCCO2	-4	-6	-1	1	1	-2.1	-10	-5	-8
COc1ccc(OC)c(S(=O)(=O)Nc2ccc3c(c2)C(=O)OC3)c1	x	-9	8	2	0	1.6	-2	3	-10
CCC(C)c1ccc(Nc2ncccc2C#N)cc1 (centres undefined)	2	-8	-25	-2	-11	0.9	53	-2	2
CCOc1cccc(NC(=O)C2CCCN(S(=O)(=O)c3ccc(OC)cc3)C2)c1 (centres undefined)	-4	-5	4	4	-10	-0.1	45	-3	-5
CNCCCC12CCC(c3ccccc31)c1ccccc12	3&9&9	-12&14&-6	-26&-10&-10	7&-1&2	6&-19&-6	1.9&0.3&-0.1	-6&-4&7&6	3&2&0	1&-9&2
CCOC(=O)C[n+]1c(C)sc2ccc(OC)cc21	-8	0	5	2	4	0.5	23	0	0
CCOC(=O)Cc1nnc(NC(=O)CSc2nnc3c(n2)[nH]c2ccccc23)s1	0	-26	12	1	3	-1.1	24	-4	-14
CCc1ccc(S(=O)(=O)NCC(O)COc2ccc(OC)cc2)cc1 (centres undefined)	x	2	7	-4	-28	0.1	16	2	-6
CN(C)c1ccc(/C=N/n2c(-c3ccccc3Br)n[nH]c2=S)cc1	x	-2	-20	2	-17	0.8	4	3	-14
CCO[C@@H]1OC(C(=O)Nc2ccccc2)=C[C@H](c2ccccc2)[C@H]1CCCO	0	5	13	2	9	-1.6	14	0	-9
Cc1cc(C)nc(N2CCCC(CCC(=O)NCc3ccc(F)c(F)c3)C2)n1 (centres undefined)	-4	6	-11	-5	-9	-0.5	35	-1	-6
Cc1c(C(=O)N2CCOCC2)sc2nc(-c3ccccc3)cn12	-3	-13	-5	-2	-11	0.0	-22	-2	4
CCc1cccc(CC)c1-n1c(SCc2cc(=O)n3ccsc3n2)nnc1-c1cccnc1	8	-9	-22	-6	-13	0.5	1	0	-12
Cc1ccc(NC(=O)[C@@H]2CCCN2S(=O)(=O)c2ccccc2C(F)(F)F)cc1S(=O)(=O)N1CCOCC1	-2	-11	9	3	7	0.0	30	-5	-9
c1ccc(CN2CCN(c3nc4ccccc4n4cnnc34)CC2)cc1	0	-5	0	7	-6	0.7	35	1	-1
O=C(/C=C/c1ccco1)NCc1ccc2c(c1)OCO2	6	-8	6	-3	7	-1.2	11	-4	-2
O=C(c1ccc2c(=O)n(Cc3ccco3)c(=S)[nH]c2c1)N1CCN(Cc2ccccc2)CC1	4	-17	-6	10	-17	1.1	13	1	-27
N#Cc1ccc(NC(=O)COC(=O)CCc2nc3ccccc3c(=O)[nH]2)cc1	x	2	0	-4	1	-1.4	8	2	-13
Cc1cc(OCC(=O)NCc2nc(-c3ccccc3)no2)c(C)cc1Br	3	11	-27	4	-1	0.4	62	2	-6
CCCn1cc(SCC(=O)NCc2ccc3c(c2)OCO3)c2ccccc21	7	6	-7	4	-20	2.9	41	3	-8
CCC(=O)n1nc(-c2ccccc2)nc1SCC(=O)Nc1ccc(C)cc1	-1	-6	-37	-1	-19	3.7	51	-2	-2
COc1ccc(-c2nnn(CC(=O)N(Cc3ccccc3Cl)C(C(=O)NCC3CCCO3)c3ccco3)n2)cc1OC (centres undefined)	-5	-4	8	11	0	2.8	-4	-1	-12
O=C(O)C1CCCCC1C(=O)NC(c1ccccc1)c1ccccc1 (centres undefined)	x	6	12	2	-13	0.0	-9	-5	1
Cc1cccc(C)c1NC(=O)c1sc(Cl)nc1C	-1	6	5	1	15	-0.3	-3	-4	-7
O=C(CCC(=O)Nc1ccccc1Cl)NNC(=O)c1ccco1	2	-13	1	5	10	-0.2	-17	-1	-15
O=C(COc1ncnc2ccc(Br)cc12)NCc1ccc2c(c1)OCO2	10	-13	-5	4	-33	-2.2	59	-1	-16
O=c1c(-c2ccco2)[n+]([O-])c2ccccc2n1OCc1ccccc1	8	-3	-7	2	12	-1.5	-3	-1	-16
COc1ccc2c(C)cc(SCC(=O)Nc3cccnc3Cl)nc2c1	3	-8	-20	6	-6	0.3	14	0	-26
COC(=O)C1CCN(C(=O)NC2CCCCC2)CC1	6	-11	-20	2	14	0.6	-10	0	-7
COc1ccc(CCN2C(=NC(C)=O)SC3CS(=O)(=O)CC32)cc1OC (centres undefined)	x	-11	-18	0	4	1.9	16	2	-30
Cc1ccc2cc(C3CC(c4ccco4)=NN3C(=O)CCCC(=O)O)c(Cl)nc2c1 (centres undefined)	x	0	5	5	-6	-0.3	16	-4	-3
Cn1c(SCc2c(Cl)cccc2Cl)nnc1-c1cccs1	17	-9	-10	7	-4	-1.9	28	5	-3
Cc1oc2ccc(OC(=O)c3cccs3)cc2c1C(=O)OC(C)C	3	-6	-19	3	-6	0.7	10	0	-4
COc1ccc(NS(=O)(=O)c2cc(-c3nnnn3C)ccc2OC)cc1	-1	1	11	8	24	1.1	10	1	1
C=CCN=C1NN=C(c2cc(C)n(CCOC)c2C)CS1	3	-34	4	2	-5	0.8	80*	-4	2
CCOn1c(=O)c(-c2cccc3ccccc23)[n+]([O-])c2ccccc21	0	2	-5	13	5	-0.4	-4	4	-18
Cc1ccc(S(=O)(=O)CCC(=O)N2CCc3ccccc32)cc1	4	2	-5	2	-13	1.1	6	3	-2
CCOC(=O)C1(Cc2ccccc2Cl)CCN(S(C)(=O)=O)CC1	7	-12	4	5	-6	1.7	27	2	11
COc1cc(C(C)=O)ccc1COc1ccc(C(=O)O)cc1OC	x	1	-10	0	-9	1.0	-1	2	3
CCOc1ncccc1C(=O)Nc1cccc(-c2nnc3n2CCCCC3)c1	6	-4	4	8	-3	-0.9	21	1	-12
O=C(c1ccc(=O)oc1)N1CCC(C(O)(c2ccccc2)c2ccccc2)CC1	x	-1	-11	-4	-5	0.5	19	3	-8
CC(=O)c1cccc(NC(=O)COc2cc3oc(=O)c(CC(C)O)c(C)c3cc2Cl)c1 (centres undefined)	-2	-18	-14	3	-6	1.5	20	1	-12
CCC(=O)Nc1nc(C)c(C(=O)NC2CCCCC2)s1	5	-15	1	4	-15	0.7	23	0	2
CN(C(=S)NC(=O)Cc1ccccc1)c1ccccc1	0	-27	0	3	-2	13*	-23	-2	-3
COc1cccc(-c2csc(N3CCN(C(=O)Nc4ccc(F)cc4)CC3)n2)c1	-7	-25	-23	8	-11	-0.5	45	2	-48
O=C(CCCOc1ccc(Cl)cc1Cl)n1nnc2ccccc21	14	-1	-23	3	-20	3.5	32	1	1
COc1cc(/C=C/C(=O)c2ccc(F)cc2)cc(OC)c1OC	-4	16	-17	5	1	-1.0	-120	0	1

Screening results from PubChem.
